# Source: PubChem
# SRC1 TRFRET art = TR-FRET artefact, counter-screen to PPARgamma/SRC-1 agonist assay. 99,000 tested, 0.34% active. TR-FRET detection artefact counter-screen, emission ratio; stronger effect = higher value. TR-FRET ratio at 8 µM; in the data active means TR-FRET ratio above about 2300; further: inactives centre near 1800; reference of the scale not given here
# SRC3 TRFRET art = counter-screen for PPARgamma SRC-3 recruitment agonists: TR-FRET artefact; PPARgamma/SRC-3 format; stronger effect = higher value; TR-FRET ratio at 8 µM; 99,000 tested, 0.39% active; in the data active means TR-FRET ratio above about 2000; further: inactives centre near 1600; reference of the scale not given here
# The depositor's hits bear a star.
SMILES,SRC1 TRFRET art,SRC3 TRFRET art
COc1ccc(C2C(C(=O)N3CCC4(CC3)OCCO4)c3cc(OC)c(OC)cc3C(=O)N2C)cc1 (stereo not drawn),1713,1547
c1csc(CN2CCNCC2)c1,1568,1602
Cn1c(O)c(C=NC2CCCCC2)c(=O)[nH]c1=S,1656,1546
CCOP1(=S)Oc2cc3c(cc2C(C(=O)OC)(C(F)(F)F)O1)OCO3 (stereo not drawn),1809,1398
O=C1NC(=O)N(CCc2ccc(F)cc2)C(=O)/C1=C\C=C\c1ccccc1,1920,1588
O=C1CCN(C(=O)Cc2ccccc2[N+](=O)[O-])CC1,1685,1648
C(CCc1nn[nH]n1)CCc1nn[nH]n1,1797,1596
COc1ccc(/C=C2/C(=O)NC(=S)N(C3CC3)C2=O)cc1CN1C(=O)c2ccccc2C1=O,1705,1382
Cc1oc(-c2ccccc2)nc1CN1C(=O)CN=C(c2ccccc2)c2ccccc21,1798,1716
CN1CCN(c2nc(Cl)ncc2F)CC1,1808,1487
Cc1cccc(NC(=O)N2CCCC2)c1,1656,1569
CCOC(=O)C1CCCN(c2ccc([N+](=O)[O-])c3nonc23)C1 (stereo not drawn),1580,1476
CN1C2CCC1CC(OC(=O)CCN1CCCC1)C2 (stereo not drawn),1814,1512
CNC(=O)Oc1ccc2ncccc2c1,1763,1488
O=[N+]([O-])c1ccc(NCc2ccccc2)c2nonc12,1879,1612
Cc1ccc(-c2cc(-c3ccc(C)cc3)[n+](C)o2)cc1,1681,1448
CC(=O)NC1C(OC(=O)Cc2ccccc2)OC(COC(C)=O)C(OC(C)=O)C1OC(C)=O (stereo not drawn),2095,1477
Cc1cc(/C=C2\C(=O)NC(=O)N(Cc3ccccc3Cl)C2=O)c(C)n1-c1ccc(C(=O)O)cc1,1499,1587
O=C1NC(=O)C(C(CC(=O)c2ccccc2)c2ccccc2)C(=O)N1 (stereo not drawn),1978,1600
Cc1ccc(N2C(=O)NC(=O)/C(=C\c3ccoc3)C2=O)cc1,1637,1532
Cn1c(O)c(/C=C/C=Nc2ccccc2)c(=O)n(C)c1=O,1914,1609
O=C(COC(=O)Cc1ccccc1)Nc1ccc(Cl)cn1,1758,1467
CN(C)C(=O)Oc1cc(=O)n2c3c(cccc13)CCC2,1912,1523
CCCCOC(=O)C1=C(N)OC2=C(C(=O)CC(C)(C)C2)[C@]12C(=O)N(C)c1ccccc12,1745,1513
N#CC(C#N)=Cc1ccc(N2CCCC2)cc1,1876,1691
COc1ccc(N=Cc2c(O)n(Cc3cccs3)c(=O)[nH]c2=O)cc1,1866,1607
CCc1cc(=O)[nH]c(SCCCF)n1,1684,1333
Cc1ccc2c(c1)C1CN(C)CCC1N2C(=O)/C=C/c1ccc2c(c1)OCO2 (stereo not drawn),1936,1656
C[N+]1(C)CCN(c2ccccc2)CC1,1702,1771
CC1(C)CC(=O)C(C2(O)C(=O)NC(=O)NC2=O)=C(O)C1,1738,1488
COc1ccc(CNC(=O)C(NC(C)=O)C(C)C)cc1OC (stereo not drawn),2058,1816
Cc1cccc(NP(=O)(Oc2ccccc2F)Oc2ccccc2F)c1C,2320*,1742
O=C(c1ccc(CNS(=O)(=O)c2ccc(Br)cc2)cc1)N1CCC2(CC1)OCCO2,2008,1625
COc1cc2c3cc1Oc1cc(ccc1O)C[C@@H]1c4c(cc(OC)c(O)c4Oc4ccc(cc4)C[C@H]3N(C)CC2)CCN1C,1724,1626
CCOC(=O)C1CCN(C=C2C(=O)N(C)C(=S)N(C)C2=O)CC1,1877,1656
COC(=O)C1C2c3ccccc3OC1(C)N=c1s/c(=C/c3cnn(C)c3)c(=O)n12 (stereo not drawn),1807,1627
COc1cccc(C(=O)C2CCCN(Cc3cccc4c3OCO4)C2)c1 (stereo not drawn),1614,1691
O=C1NC(=O)N(c2cccc(Cl)c2)C(=O)/C1=C\c1ccc(Sc2nc3ccccc3[nH]2)o1,1733,1514
C=CCn1c(O)c(/C=N/N2CCCCC2c2cccnc2)c(=O)[nH]c1=S (stereo not drawn),1740,1420
COC(=O)c1ccc(C(C(=O)NC2CCCCC2)N(CCN2CCOCC2)C(=O)Cc2cccs2)cc1 (stereo not drawn),1689,1574
CN(C)CCNC(=O)c1cccn(Cc2cccc(C(F)(F)F)c2)c1=O,1567,1622
COc1ccc(-c2[nH]ncc2CNC(C)Cc2ccsc2)c(F)c1 (stereo not drawn),1806,1896
COc1ccc2c3c([nH]c2c1)C(C)NCC3 (stereo not drawn),1831,1795
CCOc1ccccc1-n1c(O)c(C=Nc2ccc(N(CC)CC)cc2)c(=O)[nH]c1=O,1849,1675
CC(=O)Nc1ccc(C2CN(C)CC2C(=O)c2ccc(Cl)cc2)cc1 (stereo not drawn),1658,1534
CCC(C)N1C(=O)/C(=C/c2ccc3c(c2)CCN3CCCCl)C(=O)NC1=S (stereo not drawn),2101,1654
CCOc1ccc2c(c1)c(C(C)=O)c(C)n2Cc1ccco1,1769,1585
CN1c2ccccc2Oc2ccccc21,1567,1686
O=[N+]([O-])c1ccc(N2CCNCC2)cc1N1CCCCC1,1954,1644
CN(C)P(=O)(NC(=O)c1cccn1C)N(C)C,1772,1435
CCn1nc(-c2ccccc2)nc2c(=O)n(C)c(=O)nc1-2,1649,1961
CSc1ccc(C(=O)C2CCCN(Cc3cnc(SC)nc3)C2)cc1 (stereo not drawn),2006,1635
Cc1ccc(OCC(=O)N2CCN(Cc3cccnc3)CC2)cc1,2142,1641
NC(N)=N/N=C/c1cn(-c2ccccc2)nc1-c1cccs1,1918,1511
CCn1ccnc1CN1CCCC(C(=O)c2cc(F)ccc2OC)C1 (stereo not drawn),1766,1569
COc1ccc(OCC(=O)N2CCN(C/C=C/c3ccccc3)CC2)cc1,1834,1876
COc1ccc(N2C(=O)NC(=O)/C(=C\c3ccccc3[N+](=O)[O-])C2=O)cc1,1919,1736
COc1ccc(C(=O)C2CCCN(C3CSCCSC3)C2)c(C)c1 (stereo not drawn),1605,1447
c1ccc(Cn2ccnc2)cc1,1585,1557
O=C(COC(=O)Cc1ccccc1)Nc1ccc(SC(F)F)cc1,1492,1416
# (continued)
SMILES,SRC1 TRFRET art,SRC3 TRFRET art
CCn1c(O)c(/C(C)=N/N2CCCCC2c2cccnc2)c(=O)[nH]c1=S (stereo not drawn),1768,1795
O=C(NC(=O)N1CCC2(CC1)OCCO2)c1ccc(Cl)cc1,1657,1510
COc1cc(/C=C2/C(=O)NC(=O)N(c3ccccc3)C2=O)ccc1O,1822,1629
COc1ccccc1C1=NCc2nnc(C)n2-c2ccc(Cl)cc21,2041,1523
CCN(C(C)=O)c1cccc(-c2ccnc3c(C#N)cnn23)c1,1991,1483
COc1ccc(C2=NCC(=S)Nc3ccc(Cl)cc32)cc1Cl,2061,1649
Cc1ccsc1C(=O)C1CCCN(Cc2ccccc2O)C1 (stereo not drawn),1806,1448
COc1cc(C(=S)N2CCOCC2)cc(OC)c1OC(=O)Cc1ccccc1,1626,1570
Cc1ccc2c(c1)=C/C(=C\c1c(O)[nH]c(=S)[nH]c1=O)C(=O)N=2,1665,1568
O=C(COc1ccc(Cl)cc1)N1CCN(Cc2ccc([N+](=O)[O-])cc2)CC1,1840,1501
O=C(O)c1ccc2c(c1)C1C(Cl)C(Sc3ccccc3[N+](=O)[O-])CC1C(c1cccc([N+](=O)[O-])c1)N2 (stereo not drawn),1804,1641
COc1c(C)cc(C(=O)C2CCCN(Cc3ccccn3)C2)cc1C (stereo not drawn),1916,1742
FC(F)(F)c1ccc2c(c1)nnn2C1CCN(Cc2nnnn2Cc2ccccc2)CC1,1853,1567
CCCCC/C=C\C/C=C\C/C=C\C/C=C\CCCC(=O)Nc1ccc(O)cc1,1794,1372
CC(=O)N1CN2CN(C1)CN(C(C)=O)C2,1823,1566

# A few values from the list:
# SRC1 TRFRET art, `O=C(COc1ccc(Cl)cc1)N1CCN(Cc2ccc([N+](=O)[O-])cc2)CC1` stands at 1840
# SRC3 TRFRET art, `O=C(O)c1ccc2c(c1)C1C(Cl)C(Sc3ccccc3[N+](=O)[O-])CC1C(c1cccc([N+](=O)[O-])c1)N2` (stereo not drawn) stands at 1641
# SRC3 TRFRET art, `CCCCC/C=C\C/C=C\C/C=C\C/C=C\CCCC(=O)Nc1ccc(O)cc1` stands at 1372
# SRC1 TRFRET art, `Cc1ccc2c(c1)=C/C(=C\c1c(O)[nH]c(=S)[nH]c1=O)C(=O)N=2` stands at 1665
# SRC1 TRFRET art, `COc1ccc(C2=NCC(=S)Nc3ccc(Cl)cc32)cc1Cl` stands at 2061
# SRC3 TRFRET art, `FC(F)(F)c1ccc2c(c1)nnn2C1CCN(Cc2nnnn2Cc2ccccc2)CC1` stands at 1567

# Complete entries, quoted from the list. Order of screens: SRC1 TRFRET art	SRC3 TRFRET art
# Shown for `CC(=O)N1CN2CN(C1)CN(C(C)=O)C2` = 1823	1566
# Shown for `O=C1NC(=O)N(c2cccc(Cl)c2)C(=O)/C1=C\c1ccc(Sc2nc3ccccc3[nH]2)o1` = 1733	1514

# 2 records drawn at random from the list so far, as already listed:
SMILES,SRC1 TRFRET art,SRC3 TRFRET art
COc1ccccc1C1=NCc2nnc(C)n2-c2ccc(Cl)cc21,2041,1523
O=C(NC(=O)N1CCC2(CC1)OCCO2)c1ccc(Cl)cc1,1657,1510

# Other structures follow.
SMILES,SRC1 TRFRET art,SRC3 TRFRET art
Cc1ccc(S(=O)(=O)N(C)C)cc1NC(=O)C(C)[N+]12CCN(CC1)CC2 (stereo not drawn),2002,1512
CN(C)C(=O)Oc1ccc(OCc2cccc[n+]2C)cc1,1599,1446
O=C(Cc1ccc(Cl)c(Cl)c1)NCC1(N2CCOCC2)CCCCC1,1843,1400
CSc1ccc(C(=O)C2CCCN(CCCn3cccn3)C2)cc1 (stereo not drawn),1813,1448
CCCCC(=O)N/N=C/c1c(O)n(CC)c(=S)[nH]c1=O,1849,1614
CC(=O)c1ccc2c(c1)C1C(Cl)C(Sc3ccccc3[N+](=O)[O-])CC1C(C(=O)O)N2 (stereo not drawn),1706,1710
COc1cccc(CNCCc2ccccc2)c1OC,1956,1676
Oc1ccc(C2NCc3ccccc3-n3cccc32)cc1Cl (stereo not drawn),1560,1679
CCCCCn1c(NC(=O)c2ccco2)c(C(=O)OCC)c2nc3ccccc3nc21,1914,1717
COc1ccc(Cl)cc1C(=O)C1CCCN(Cc2cnc(C)s2)C1 (stereo not drawn),1647,1609
O=C(Cc1ccccc1[N+](=O)[O-])N1CCN(Cc2ccc3c(c2)OCO3)CC1,1714,1372
Cc1cccc(OP(=O)(Oc2ccccc2)OC(c2ccccc2)C(F)(F)F)c1 (stereo not drawn),1891,1625
N#Cc1c(/N=C/c2ccc(O)cc2O)sc2c1C1CCN2CC1,1667,1513
O=C1NC(=O)N(CCC2=CCCCC2)C(=O)/C1=C/c1ccc(O)cc1,1759,1637
COC(=O)C1=C(N)Oc2cc(C)oc(=O)c2C12C(=O)Nc1ccccc12 (stereo not drawn),1458,1486

# Three entries out of the list, arranged by SMILES length, low to high.
SMILES,SRC1 TRFRET art,SRC3 TRFRET art
COc1cccc(CNCCc2ccccc2)c1OC,1956,1676
O=C(Cc1ccc(Cl)c(Cl)c1)NCC1(N2CCOCC2)CCCCC1,1843,1400
CCCCCn1c(NC(=O)c2ccco2)c(C(=O)OCC)c2nc3ccccc3nc21,1914,1717

# (cont.)
SMILES,SRC1 TRFRET art,SRC3 TRFRET art
Cc1c2cnn(CC(=O)N3CCC4(CC3)OCCO4)c(=O)c2c(C)n1Cc1ccccc1,1727,1363
CCN1CCN(c2cn[nH]c(=O)c2Cl)CC1,1845,1555
Cc1nc2c(-c3ccc(F)cc3)c(C)nn2c(C)c1CCC(=O)N1CCC2(CC1)OCCO2,1761,1368
COC(=O)C1=C(C)OC(N)=C(C#N)C12C(=O)Nc1ccccc12 (stereo not drawn),1752,1754
O=Cc1cn(Cc2cccc(F)c2)c2ccccc12,1772,1276
CC(C)N(CC#CCC1(O)c2ccccc2-c2ccccc21)C(C)C,1628,1676
Nc1nonc1OCCCCOc1nonc1N,1835,1522
O=C1/C(=C/c2ccncc2)N2CCC1CC2,1909,1479
CCCCOc1nc2ccccc2c(=O)n1-c1ccccc1,1722,1433
CN1CCN(Cc2ccc(N)cc2)CC1,1964,1650
CC1CN(c2cc([N+](=O)[O-])ccc2Cl)CC(C)N1 (stereo not drawn),1635,1851
CC(Cc1ccccc1Sc1ccccc1)N(C)C (stereo not drawn),1896,1573
Cn1c(=O)n(CC(=O)N2CCC3(CC2)OCCO3)c(=O)c2ccccc21,1688,1562
Cc1ccc(-c2nc3ccccc3c(=O)n2-c2cccnc2)cc1,1644,1519
CC(=O)NC(Cc1ccc(N(CCCl)CCCl)cc1)C(=O)NCC(=O)NCC(=O)O (stereo not drawn),1788,1535
CCCC(=O)NC(Oc1ccc(C(C)=O)cc1)C(Cl)(Cl)Cl (stereo not drawn),1750,1737
COC(=O)c1ccc(NC(=O)CSc2nc3ccc(N4C(=O)C5C6C=CC(C6)C5C4=O)cc3s2)cc1 (stereo not drawn),1709,1507
CCOc1ccc(C(=O)OC2CC3CCC(C2)N3C)cc1 (stereo not drawn),1803,1526
CCc1c(C)nc(N)nc1N1N=C1SCC(=O)OC,1524,1482
CC(=O)OC(C)(C)/C=C/C(=O)[C@](C)(O)[C@H]1[C@H](O)C[C@@]2(C)[C@@H]3CC=C4[C@H](C[C@H](O)C(=O)C4(C)C)[C@]3(C)C(=O)C[C@]12C,1758,1462
COc1cccc(N=Cc2c(O)n(Cc3ccco3)c(=O)[nH]c2=O)c1,2088,1539
CC[N+](CC)(CC#CCO)CC#Cc1ccccc1,1936,1552
N[C@@H](Cc1cc(Br)c(O)c(Br)c1)C(=O)O,1509,1495
O=C1/C(=C/c2cccc([N+](=O)[O-])c2)N2CCC1CC2,1559,1399
O=C(COc1ccccc1)Nc1ccc(Cl)cc1C(=O)c1ccccc1,1936,1637
COc1cc(C(=O)Nc2ccc(Br)cc2C(=O)c2ccccc2Cl)cc(OC)c1OC,2038,1639
CC(Cc1ccccc1)NCc1ccccc1O (stereo not drawn),1546,1422
C=C1CC[C@@]2(O)[C@H]3Cc4ccc(O)c5c4[C@@]2(CCN3CC2CC2)[C@H]1O5,1629,1583
O=c1[nH]c(=O)n(CCc2ccc(F)cc2)c(O)c1C=NCCCn1ccnc1,1743,1716
Cc1ccnc(-n2c(C)nc3ccccc3c2=O)c1,1974,1600

# A portion of the library; the hit share may differ from the screen's.
